# Compound activity deposited in PubChem by several laboratories.
# TRAIL sens C8: viability loss with TRAIL in NB7+C8 cells, primary screen, TRAIL sensitizer project, cell-based, ATPlite luminescence. inhibition (viability loss, TRAIL sensitization), % at 10 µM. actives 1% (n = 360,000);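 active means compounds causing at least 50% loss of cell viability in the single-dose screen, relative to plate controls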
# TROY signal inh: inhibitors of TROY-driven NF-kB signaling, primary screen, Q293 LMP1-TROYcd cells, NF-kB luciferase, uHTS; inhibition, % at 10 µM; actives 0.98% (n = 360,000); Q293 LMP1-TROYcd NF-kB luciferase reporter, 4 h;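 active means compounds whose plate-normalised and pattern-corrected inhibition of the luciferase reporter signal at the single screening dose is 50% or more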
# NR2E3 ag-1: NR2E3 agonists in two-hybrid cells, primary screen, cell-based, luminescence, CHO-S, Gal4-NCOR/VP16-NR2E3; actives 0.35% (n = 360,000); AID 602229, 2012; luciferase; Photoreceptor-specific nuclear receptor (Homo sapiens), Q9Y5X4; inhibition of corepressor binding, % at 3.98 µM;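 active means inhibition above the mean of all tested compounds plus 3 SD, cut at about 70% in these data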;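 further: 0% = DMSO with NR2E3 transfected cells and 100% = cells lacking NR2E3 construct; higher means lower luciferase signal from less NR2E3 corepressor binding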
# Target sequence (Q9Y5X4 whole entry, looked up, the tested form may be a part): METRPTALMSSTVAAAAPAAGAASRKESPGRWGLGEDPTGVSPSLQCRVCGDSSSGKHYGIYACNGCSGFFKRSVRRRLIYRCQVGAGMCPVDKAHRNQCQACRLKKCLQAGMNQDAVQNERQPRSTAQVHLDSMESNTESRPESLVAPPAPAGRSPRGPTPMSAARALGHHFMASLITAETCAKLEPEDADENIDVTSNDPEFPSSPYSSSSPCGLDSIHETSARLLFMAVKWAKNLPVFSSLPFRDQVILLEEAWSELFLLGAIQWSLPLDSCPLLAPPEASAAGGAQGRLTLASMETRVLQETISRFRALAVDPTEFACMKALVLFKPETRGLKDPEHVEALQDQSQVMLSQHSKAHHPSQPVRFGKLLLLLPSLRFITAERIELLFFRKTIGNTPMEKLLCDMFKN
# Shn3 3UTR inh: reduction of Shn3 3'UTR firefly luciferase signal, primary screen, Schnurri-3 inhibitor project, cell-based, Clone20 osteoblasts, set 2. Clone20 osteoblast Shn3 3'UTR firefly luciferase, 24 h. inhibition, % at 12.5 µM. actives 0.52% (n = 360,000). AID 588674, 2011;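 active means mean inhibition of at least 75% with every replicate also reaching 75%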;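 further: 0% = median of neutral control wells and 100% = pilot-screen positive control compound; some compounds past the cut are filed as inactive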
# NR2E3 ag-2: inhibitors of NR2E3-RetCOR corepressor binding, primary screen, NR2E3 agonist project, biochemical, TR-FRET, GST-NR2E3, biotin-RetCOR. Photoreceptor-specific nuclear receptor (Homo sapiens), Q9Y5X4. 1536-well. inhibition of corepressor binding, % at 4.78 µM. actives 0.12% (n = 320,000). AID 2300, 2010;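 active means percent inhibition above the cutoff of mean plus 3 SD of all tested compounds, set per screening campaign, cut at about 20% in these data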;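 further: 0% = DMSO wells and 100% = biotin wells as full block of FRET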
#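 Test system: GST-NR2E3 and biotin-RetCOR proteins | Quantity: 1.35 nM GST-tagged NR2E3 final | Medium: Tris pH 7.5 | Also added: 7 nM biotin-RetCOR | Dosing: Compound at 4.8 µM, single dose | Timing: 5 h at 4 °C | Detection: Time-resolved FRET | Read-out basis: Percent inhibition | Benchmarks: Biotin wells as high control, 0.6% DMSO wells as low control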
# MITF TRPM1 inh: inhibitors of MITF-dependent TRPM1 promoter reporter, primary screen, cell-based, SK-MEL-5, single point, luciferase; inhibition, % at 12.5 µM; AID 488899, 2010; actives 0.83% (n = 330,000); SK-MEL-5 TRPM1 promoter luciferase, 24 h;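 active means mean inhibition across replicates of 60% or more, whatever share of single replicates reaches that level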; further: values of inactives mirror those of a sister screen read the other way
# KKLEB tox: cytotoxicity in KKLEB CF airway cells, primary screen, cytotoxicity control for CF NF-kB inhibitor project, cell-based, uHTS, fluorescence assay plates; KKLEB CF airway cells viability, ATPlite luminescence, overnight; active compounds read low; cells stimulated with P. aeruginosa culture filtrate; activity change (cytotoxicity), % at 5 µM; actives 0.36% (n = 360,000); AID 602141, 2011;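 active means corrected activity change at or below -50% at 5 µM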
# TWEAK-Fn14 inh: inhibitors of TWEAK-Fn14 signaling, primary screen, luciferase reporter cells, uHTS | TWEAK-stimulated Fn14 reporter cells, luciferase luminescence, 8 h | inhibition, % at 10 µM | actives 2% (n = 360,000) | AID 1159606, 2016; in the data active means inhibition above about 50%
# HIF-2a inh: HIF-2a reporter inhibitors, primary screen, luminescence, 786-0 RCC cells; 786-0 RCC cells HIF-2a reporter, luciferase luminescence, overnight; inhibition, % at 18.8 µM; actives 0.72% (n = 360,000);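 active means inhibition of the luminescence signal of 40% or more relative to plate controls, in a single-dose primary screen at 18.75 µM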
# Peg3 promoter: Peg3 promoter-driven luciferase inhibitors, primary screen, cell-based, HeLa, luciferase luminescence; HeLa PEG-Prom luciferase reporter, overnight; actives 1.7% (n = 360,000); AID 588405, 2011; inhibition, % at 20 µM;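 active means inhibition of at least 50% at 20 µM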
# CF NFkB block: inhibitors of PAF-induced NF-kB signaling, primary screen, cell-based, GFP fluorescence, uHTS; KKLEB NF-kB-GFP reporter, GFP fluorescence overnight; inhibition, % at 5 µM; actives 0.86% (n = 360,000); AID 588850, 2011;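 active means at least 50% inhibition at 5 µM, scaled per plate between neutral and stimulator controls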;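 further: PAF is a Pseudomonas aeruginosa culture filtrate used as stimulus; plate controls were PAF-stimulated DMSO wells for no effect and unstimulated DMSO wells for full effect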
# * = called active by the depositor; . = not tested or not shown. Not all compounds are listed; count on the stated rates, not on these rows.
SMILES,TRAIL sens C8,TROY signal inh,NR2E3 ag-1,Shn3 3UTR inh,NR2E3 ag-2,MITF TRPM1 inh,KKLEB tox,TWEAK-Fn14 inh,HIF-2a inh,Peg3 promoter,CF NFkB block
O=C(NCc1cccnc1)c1nc(-c2ccc(C(F)(F)F)cc2)no1,-25,23,0,14,6,3,12,4,8,16,-4
COC(=O)c1c(C(=O)OC)c(-c2cccc(C)c2)n2c1CS(=O)C2 (configuration not stated),-2,8,10,-2,3,-3,-7,21,11,9,12
COc1ccc(N(CC(=O)Nc2ccccc2C(=O)NCCc2ccccc2)S(C)(=O)=O)cc1OC,-18,13,15,13,-2,-3,-13,12,2,-3,20
CSc1nc(N(C)C)c2ccccc2n1,-2,2,-9,2,2,3,5,17,6,12,5
COc1cccc(C2CCCN2Cc2nc(CC3CC3)no2)c1 (configuration not stated),-1,-1,-9,-11,1,3,-5,-15,15,5,24
O=C(OCC(=O)N1CCCC1=O)c1cccc(S(=O)(=O)N2CCOCC2)c1,-22,-10,5,-9,-1,-6,0,19,9,-12,1
CS(=O)(=O)N(CC(=O)N1CCN(c2cccc(Cl)c2)CC1)C1CCCCC1,-1,18,-24,10,-4,-13,-15,67*,2,14,15
Cc1ccc(C(=O)NNC(=S)NCC2CCCO2)cc1[N+](=O)[O-] (configuration not stated),-1,6,-27,2,0,4,-5,4,5,17,14
CN1C(=O)[C@@H]2C[C@@]3([C@@]45C[C@H]6C(=O)N(C)[C@@H](Cc7ccccc7)C(=O)N6[C@@H]4Nc4ccccc45)c4ccccc4N[C@H]3N2C(=O)[C@@H]1Cc1ccccc1,8,14,-3,-5,0,-2,-10,0,22,-12,23
COCCOC(=O)C1=C(C)NC(=S)NC1c1ccc(OCC(=O)N2CC(C)OC(C)C2)c(OC)c1 (configuration not stated),-16,5,-10,-11,.,3,12,10,3,7,-12
Cc1cccc(C)c1OCC(=O)Nc1cc(Cl)ccc1-n1cncn1,5,-11,-12,19,5,14,-3,-5,16,1,-3
Cc1cc(-c2nnc(CCC(=O)NC(C)c3ccc(F)cc3)o2)no1 (configuration not stated),-8,-3,-17,-14,1,-11,-6,-11,-33,-17,-6
CC1(c2nnc(-c3cccc(Cl)c3)o2)CC(c2ccccc2Br)=NO1 (configuration not stated),3,8,-37,5,0,13,6,-8,-13,9,-29
NNC(=O)c1sc2nc(N3CCOCC3)c3c(c2c1N)CCCC3,-29,-5,0,10,1,.,6,-13,22,6,-1
CC(=O)N1CCN(S(=O)(=O)c2ccc3c(c2)CC(=O)N3)CC1,5,15,-11,-7,-1,-2,6,-1,3,-2,9
COc1cccc(C(=O)N/N=C(/CCC(=O)O)c2ccccc2)c1,-1,-84,-43,-6,1,-8,2,-12,-17,-15,10
O=[N+]([O-])c1ccc(NCCCN2CCOCC2)c([N+](=O)[O-])c1,3,-22,-5,-1,0,-5,0,-14,7,5,-16
Cc1ccc(C(=O)N2CCC(C(N)=O)CC2)cc1C,3,2,-27,-47,-3,7,-2,1,16,13,6
CC(NC(=O)c1ccccc1O)c1ccccc1 (configuration not stated),-20,8,-3,-6,0,-7,-9,6,-3,3,13
COc1cccc(-c2ccc3c(c2)C2CC3CCN2C(=O)c2ccc(-c3ccccc3)cc2)c1 (configuration not stated),-3,8,-15,-6,.,.,7,24,-3,16,5

# Retrieved by structure from above, 2 records:
SMILES,TRAIL sens C8,TROY signal inh,NR2E3 ag-1,Shn3 3UTR inh,NR2E3 ag-2,MITF TRPM1 inh,KKLEB tox,TWEAK-Fn14 inh,HIF-2a inh,Peg3 promoter,CF NFkB block
COc1cccc(C2CCCN2Cc2nc(CC3CC3)no2)c1 (configuration not stated),-1,-1,-9,-11,1,3,-5,-15,15,5,24
O=[N+]([O-])c1ccc(NCCCN2CCOCC2)c([N+](=O)[O-])c1,3,-22,-5,-1,0,-5,0,-14,7,5,-16

# (continued)
SMILES,TRAIL sens C8,TROY signal inh,NR2E3 ag-1,Shn3 3UTR inh,NR2E3 ag-2,MITF TRPM1 inh,KKLEB tox,TWEAK-Fn14 inh,HIF-2a inh,Peg3 promoter,CF NFkB block
O=C(c1cccn2c(=O)c3cc(Cl)ccc3nc12)N1CCOCC1,-4,-11,1,-15,6,-14,4,8,-9,3,-1
O=C(COC(=O)CCc1c[nH]c2ccccc12)NCc1ccc(Cl)cc1,-4,2,-10,-11,-1,0,5,-22,20,9,-16
Cc1cc(NC(=O)CSCC(=O)NC(C)c2ccccc2)no1 (configuration not stated),-9,-7,2,-4,.,.,10,-3,1,-4,4
CCc1nc(CN2CCCC(C(=O)Nc3ccc(-c4cccc(OC)c4)cc3)C2)c(C)[nH]1 (configuration not stated),17,-16,-20,-8,.,.,-8,-32,-102,-44,-6
CN(C)c1ccc(CN(C(=O)COc2ccc(F)cc2)C2CCS(=O)(=O)C2)cc1 (configuration not stated),11,-3,-8,-1,2,7,6,-3,3,20,-13
CCc1ccccc1NC(=O)CN(C)S(=O)(=O)c1ccc(-c2ccc(=O)[nH]n2)s1,-8,-5,-9,-7,0,-1,2,-26,-1,10,-6
CCN(CC)CCNC(=O)Cn1ncc2ccccc2c1=O,1,-4,25,10,-1,5,1,2,4,12,-12
Cc1cc(F)cc(-c2cc(C(=O)NCc3ccccn3)[nH]n2)c1,-1,-12,21,-6,.,.,18,1,-33,-4,-10
CC(C)C(NC(=O)OCc1ccccc1)C(=O)NC(Cc1c[nH]c2ccccc12)C(=O)O (configuration not stated),-12,13,-15,4,.,.,-28,3,17,-8,8
O=C(O)/C=C/c1cccc2c1OCCO2,18,-12,11,6,-3,-1,10,2,10,7,-19
O=C(O)c1ccc(COc2ccc(/C=N/NC(=O)c3cccs3)cc2)cc1,-5,-40,-42,4,5,5,-4,-25,-91,-34,-26
COc1ccc(Cl)cc1NC(=O)c1ccco1,7,-7,-23,-8,-2,18,3,-2,-3,6,-16
Nc1c(C(=O)OCC(=O)NCc2ccccc2)[nH]c(=O)[nH]c1=O,2,-1,4,-11,-6,4,-6,-4,9,-4,5
O=C(c1ccc(S(=O)(=O)N2CCCCC2)cc1)N1CCN(CCN2C(=O)c3cccc4cccc(c34)C2=O)CC1,33,51*,-11,39,2,52,-10,54*,-14,68*,-27
CC(=O)c1ccccc1NS(C)(=O)=O,1,2,-17,-10,-1,17,5,-7,8,3,-13
C#CCNC(=O)C1=C[C@@H](c2ccc(C(F)(F)F)cc2)[C@H](CCCO)[C@@H](OCC)O1,12,2,-5,-5,-2,-6,0,0,7,4,2
CCCCN(C)c1c(C)nc2ccc(C(=O)NCCc3c[nH]c4ccccc34)cn12,10,5,28,-8,.,.,2,1,9,24,-23
O=C(Nc1ccc(Oc2ccccc2)cc1)c1ccc2nc([C@@H]3O[C@H](CO)[C@H](O)[C@H](O)[C@H]3O)[nH]c2c1,7,0,-19,-16,.,.,2,-3,-3,-21,-13
COc1ccccc1-c1nnc(SCC(=O)NC2CC2)n1C,5,25,-18,-14,1,-5,-6,7,4,11,15
CCCCC1=CC2=CC(=O)C(C)(OC(=O)CC)C(=O)C2=CN1C(CO)CO (configuration not stated),-1,-11,18,4,4,-5,-4,-10,5,1,11
CN(C)c1ccc(C(=N)Cc2ccc3ccccc3n2)cc1,-1,7,-7,-31,.,.,-10,13,-127,-163,-14
Cc1cc(=O)oc2cc(OCC(=O)NC3CC(C)(C)NC(C)(C)C3)c(Cl)cc12,13,-21,-16,-1,-1,13,-5,-12,-3,11,-19
Cc1ccccc1N1CCN(S(=O)(=O)C[C@]23CCC(CC2NC(=O)[C@@H](N)CCS(C)(=O)=O)C3(C)C)CC1 (some centres not stated),-11,9,-15,-20,-2,-3,18,5,3,-10,-36
CCOC(=O)C(=O)N1CCC(C(=O)OC)CC1,-4,-16,-10,-1,3,3,-3,2,22,16,-5
Cn1ncc2c(=O)[nH]cnc21,2,-31,-19,6,2,2,-1,-9,-2,-7,15
CC(C(=O)N1CCN(c2ccccc2)CC1)N1C(=O)C2CC=CCC2C1=O (configuration not stated),-6,-14,-22,24,2,-4,-6,-2,0,10,8
Cc1nn(Cc2ccccc2Cl)c2sc(C(=O)NC(C)(C)C)cc12,17,0,14,23,4,-3,-8,-60,-3,14,8
NC(=O)c1ccc(NC(=O)CSc2cn(CC(=O)N3CCOCC3)c3ccccc23)cc1,-7,-12,28,-20,0,0,-2,-5,5,-14,14
Cc1ccc2oc(=O)c(/C=C(\O)c3ccco3)nc2c1,-14,10,0,.,-3,-3,6,-12,6,-4,-18
CCCCc1ccc(NC(=S)N2CCCC2)cc1,6,4,-5,-50,.,-37,1,12,-154,-129,6

# Structural class: the compounds so far with a Cl atom (8)
SMILES,TRAIL sens C8,TROY signal inh,NR2E3 ag-1,Shn3 3UTR inh,NR2E3 ag-2,MITF TRPM1 inh,KKLEB tox,TWEAK-Fn14 inh,HIF-2a inh,Peg3 promoter,CF NFkB block
CS(=O)(=O)N(CC(=O)N1CCN(c2cccc(Cl)c2)CC1)C1CCCCC1,-1,18,-24,10,-4,-13,-15,67*,2,14,15
Cc1cccc(C)c1OCC(=O)Nc1cc(Cl)ccc1-n1cncn1,5,-11,-12,19,5,14,-3,-5,16,1,-3
CC1(c2nnc(-c3cccc(Cl)c3)o2)CC(c2ccccc2Br)=NO1 (configuration not stated),3,8,-37,5,0,13,6,-8,-13,9,-29
O=C(c1cccn2c(=O)c3cc(Cl)ccc3nc12)N1CCOCC1,-4,-11,1,-15,6,-14,4,8,-9,3,-1
O=C(COC(=O)CCc1c[nH]c2ccccc12)NCc1ccc(Cl)cc1,-4,2,-10,-11,-1,0,5,-22,20,9,-16
COc1ccc(Cl)cc1NC(=O)c1ccco1,7,-7,-23,-8,-2,18,3,-2,-3,6,-16
Cc1cc(=O)oc2cc(OCC(=O)NC3CC(C)(C)NC(C)(C)C3)c(Cl)cc12,13,-21,-16,-1,-1,13,-5,-12,-3,11,-19
Cc1nn(Cc2ccccc2Cl)c2sc(C(=O)NC(C)(C)C)cc12,17,0,14,23,4,-3,-8,-60,-3,14,8
